Screens from PubChem BioAssay.
CDK5 p35 inh: inhibitors of human CDK5/p35 kinase, primary screen, biochemical, single concentration; Cyclin-dependent kinase 5 (Homo sapiens) + Cyclin-dependent kinase 5 activator 1 (Homo …; Recombinant CDK5/p35, ADP-Glo luminescence, 60 min; inhibition, % at 10 µM; 0.01% of 330,000 active;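 active = highest replicate inhibition of at least 50% and at least 75% of replicates reaching 50%; inconclusive = only one of the two criteria met; inactive = both criteria failed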;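 also: plate controls were DMSO neutral control for no effect and GW8510 at 10 µM for full effect; many of its hits are not listed in these tables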
E coli growth: E. coli V3065 growth inhibition, primary screen, counter-screen for AddAB inhibitor project, absorbance, OD600. 0.27% of 330,000 active. AID 449728, 2010. 18 h. inhibition, % at 11.9 µM;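 active = inhibition above the campaign's mean inhibition across all tested compounds plus 3 SD, cut at about 9.9% in these data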;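 also: uninfected addAB+ strain grown without phage in ampicillin broth; 0% = DMSO wells and 100% = ciprofloxacin 0.95 µg/ml wells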
HTR5A inv ctr: HTR5A inverse agonists in luminescence cell assay, primary screen, counter-screen for OPRM1-OPRD1 heterodimer inverse agonist project, full-deck HTS. 5-hydroxytryptamine receptor 5A (Homo sapiens), P47898. HTR5A cell line, inverse agonism. inhibition, % at 9.3 µM. 0.083% of 340,000 active. AID 504634, 2011; in the data active = inhibition mostly above about 23%, no sharp cut-off; inactive = mostly below about 18%;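 also: 0% = cells with DMSO and 100% = no-cell wells with DMSO; some compounds called inactive have numbers as strong as hits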
HTR5A ag: HTR5A agonists in luminescence cell assay, primary screen, counter-screen for OPRM1-OPRD1 heterodimer agonist project, full-deck HTS; activation, % at 9.3 µM; 0.61% of 340,000 active; AID 504692, 2011; cell-based; 5-hydroxytryptamine receptor 5A (Homo sapiens), P47898; in the data active = activation mostly above about 9.5%, no sharp cut-off; inactive = mostly below about 7.6%;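 also: 0% = cells with vehicle only and 100% = reference agonist; strong numbers were not always called active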
DAGLB inhibitor: DAGLB lipase inhibitors, primary screen, biochemical, fluorescence, HTS; Diacylglycerol lipase-beta (Homo sapiens), Q8NCG7; HEK293T DAGLB membrane lysate, EnzChek fluorogenic substrate; inhibition, % at 5.17 µM; 0.059% of 340,000 active; in the data active = inhibition above about 34%;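 also: 0% = enzyme with vehicle and 100% = wells lacking enzyme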
Target sequence (Q8NCG7 whole entry, looked up): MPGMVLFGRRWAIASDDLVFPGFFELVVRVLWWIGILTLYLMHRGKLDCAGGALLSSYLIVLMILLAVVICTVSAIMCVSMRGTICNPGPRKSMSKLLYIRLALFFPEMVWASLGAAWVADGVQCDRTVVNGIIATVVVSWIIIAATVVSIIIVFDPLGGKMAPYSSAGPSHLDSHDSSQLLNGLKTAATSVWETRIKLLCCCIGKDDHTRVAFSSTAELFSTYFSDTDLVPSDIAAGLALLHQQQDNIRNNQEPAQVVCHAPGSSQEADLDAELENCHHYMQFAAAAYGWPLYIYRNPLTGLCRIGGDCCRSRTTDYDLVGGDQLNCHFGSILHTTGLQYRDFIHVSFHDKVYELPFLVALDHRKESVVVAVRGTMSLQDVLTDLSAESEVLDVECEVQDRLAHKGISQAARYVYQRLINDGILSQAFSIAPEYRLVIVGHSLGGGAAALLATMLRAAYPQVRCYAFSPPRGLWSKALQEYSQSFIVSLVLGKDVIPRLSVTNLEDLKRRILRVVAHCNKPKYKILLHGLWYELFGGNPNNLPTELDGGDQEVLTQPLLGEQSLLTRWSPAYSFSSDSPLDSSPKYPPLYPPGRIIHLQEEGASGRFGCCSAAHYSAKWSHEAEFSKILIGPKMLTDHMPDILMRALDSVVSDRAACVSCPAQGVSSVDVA
phage Ecoli inh: growth loss of phage-infected E. coli, primary screen, RecBCD inhibitor project, absorbance, with phage, HTS. inhibition, % at 11.9 µM. 0.26% of 360,000 active. AID 651602, 2012; in the data active = inhibition above about 11%
PKA-R1A act: activators of PKA-R1A holoenzyme, primary screen, biochemical, fluorescence polarization, Cy5-IP20, bovine R1A, mouse PKAc; AID 504707, 2011; PKA-R1A dissociation; scaled: DMSO 0%, 113 µM cGMP 100%; 0.083% of 340,000 active; activation, % at 11.4 µM;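 active = percent activation above the mean of all tested compounds plus 3 SD, cut at about 19% in these data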;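 also: higher means more PKAc released from R1A so a rise in polarization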
Mot1-301 SUMO: yeast Mot1-301 growth rescue at high temperature, primary screen, SUMOylation pathway inhibitor project, S. cerevisiae, ATP luminescence, 38.5C | S. cerevisiae Mot1-301 growth rescue; percent above DMSO median, 100 means doubled | growth rescue, % at 18.8 µM | 1% of 320,000 active | AID 2716, 2010;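 active = every valid replicate shows activation above 250% relative to neutral control wells; inactive = the rest, any valid replicate at or below 250%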;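 also: OY570 slx delta 5 strain wells were the positive control but not used for scaling; some compounds called inactive have numbers as strong as hits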
Tat transport: E. coli Tat export inhibitors, primary screen, MC4100, TorA-mCherry reporter, fluorescence, single point; inhibition, % at 10 µM; 0.036% of 340,000 active;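 active = mean replicate inhibition at least 50% and at least half of replicates individually reaching 50%; inconclusive = only one of the two criteria met; inactive = neither criterion met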;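 also: exported cargo escapes ClpAP degradation while cytoplasmic cargo is degraded and loses fluorescence; 0% = median of neutral control wells and 100% = median of NaSCN control wells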
PKA-R2B activ: activators of PKA-R2B holoenzyme, primary screen, biochemical, fluorescence polarization, Cy5-IP20, human; cAMP-dependent protein kinase catalytic subunit beta (Homo sapiens) + cAMP-dependent …; 0.079% of 340,000 active; PKA-R2B holoenzyme dissociation; R2B truncated from residue 108, S112A mutant; 0% DMSO only, 100% 113 µM cGMP; activation, % at 11.4 µM; AID 504700, 2011;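 active = activation above a cutoff set at the mean over all compounds plus 3 SD, cut at about 18% in these data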;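 also: higher means more holoenzyme dissociation and a rise in polarization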
Target sequence (P31323 whole entry, looked up, other chains not shown, the tested form may be a part): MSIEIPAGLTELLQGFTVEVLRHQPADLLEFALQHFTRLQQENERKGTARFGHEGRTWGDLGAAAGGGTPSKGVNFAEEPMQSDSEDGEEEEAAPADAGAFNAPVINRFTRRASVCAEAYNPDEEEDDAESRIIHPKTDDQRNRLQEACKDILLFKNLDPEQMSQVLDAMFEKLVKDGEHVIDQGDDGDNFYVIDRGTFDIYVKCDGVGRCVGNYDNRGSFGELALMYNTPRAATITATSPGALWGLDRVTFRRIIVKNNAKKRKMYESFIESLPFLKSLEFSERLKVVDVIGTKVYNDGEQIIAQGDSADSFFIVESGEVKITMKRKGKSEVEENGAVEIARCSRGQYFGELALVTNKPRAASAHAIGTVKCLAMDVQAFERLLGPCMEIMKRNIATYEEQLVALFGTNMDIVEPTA
AddAB inh: growth inhibition of E. coli expressing H. pylori AddAB, primary screen, AddAB inhibitor project, absorbance. inhibition, % at 11.9 µM. AID 435030, 2010. 0.29% of 330,000 active; in the data active = inhibition above about 12%;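 also: 0% = vehicle wells of infected cells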
* hit, by the source's call; ? = inconclusive; · = not tested or not shown.

SMILES	CDK5 p35 inh	E coli growth	HTR5A inv ctr	HTR5A ag	DAGLB inhibitor	phage Ecoli inh	PKA-R1A act	Mot1-301 SUMO	Tat transport	PKA-R2B activ	AddAB inh
O=C(NCc1ccccc1CN1CCCC1)c1cccc(N2CCCC2=O)c1	0.1	-1.6	-13	5	1	2.3	0	10	-1	6	0.4
COc1ccc(S(=O)(=O)N/N=C(/C)c2ccncc2)c(OC)c1	1.6	-0.1	13	2	0	0.4	7	1	-14	-10	0.4
CN(CC(=O)O)c1ccc(S(=O)(=O)N2CCOCC2)cc1[N+](=O)[O-]	-1.0	-2.0	-6	2	4	0.5	-3	2	-2	-3	1.0
FC(F)(F)c1nc2ccccc2nc1N/N=C/c1c(Cl)cccc1Cl	-0.4	1.3	12	-5	3	1.8	2	5	1	-4	2.0
COCCCNC(=O)Cn1c(=O)n(CCCCCC(=O)NCc2ccc3c(c2)OCO3)c(=O)c2sccc21	0.4	-0.6	-11	4	1	0.1	-12	10	4	3	0.1
Clc1ccc(SCc2csc(N3CCOCC3)n2)cc1	-1.6	-0.2	-6	1	-1	4.7	4	131	3	-3	3.3
Cc1ccc(C(=O)Nc2nc(=O)n(C(=O)CC(C)C)s2)cc1	-1.7	0.5	5	3	1	0.4	13	0	4	0	2.5
O=C(CC(=O)N/N=C/c1ccc(O)cc1)N/N=C/c1ccc(O)cc1	-1.1	-2.7	10	2	2	0.0	-3	-7	4	-5	-1.4
CN(C)C(/C=C/Nc1ccc(F)cc1)=C(C#N)C#N	-0.6	0.2	-16	6	2	0.5	3	-4	-7	5	-1.1
CCOC(=O)C(NC(=O)CC)(Nc1ccccc1)C(F)(F)F (stereo not given)	0.7	-1.7	19	-6	-1	3.1	5	-5	2	5	4.5
Cc1ccc(S(=O)(=O)Cc2ccc(C(=O)N3CCC(C(N)=O)CC3)o2)cc1	0.9	-1.6	-33	1	0	2.5	7	14	-5	-8	3.0
CCCCOCCCNC(=O)CN1C(=O)c2ccccc2C1=O	0.8	1.5	9	-2	1	0.9	-1	78	-1	1	1.1
CC(C)OC(=O)Cn1cc(C#N)c2ccccc21	0.6	-0.6	41	0	0	0.8	-11	7	1	-4	0.8
CCOc1ccc(N(CC(=O)N2CCN(c3ccccc3OC)CC2)S(=O)(=O)c2ccc(F)cc2)cc1	1.7	·	3	-1	-4	-1.9	6	8	10	0	·
O=C(CN1CCN(C(=O)c2ccc(-c3nc4ccccc4s3)o2)CC1)Nc1ccccc1Cl	-0.8	·	8	-5	-2	4.6	-5	·	9	-11	·
CCc1nnc(NC(=O)CSc2nnc(-c3ccc(S(=O)(=O)N(CC)CC)cc3)n2CC)s1	0.8	-0.5	-11	4	1	-1.8	-5	45	-6	-7	1.0
Cc1ccc(N2C(=O)C3C4C=CC(CC4)C3C2=O)cc1Cl (stereo not given)	-0.6	2.1	-8	2	1	2.6	-6	13	-14	2	4.0
CN(C(=O)c1ccc(NC(=O)Cc2ccc(NC(=O)C3CCN(C(=O)C4CCCCC4)CC3)cc2)cc1)C1CCCC1	0.1	·	16	-5	0	1.6	1	·	-6	-10	·
OC(CN1CCC(Cc2ccccc2)CC1)C(F)(F)F (stereo not given)	1.3	-0.9	17	-4	3	1.5	-5	4	8	3	2.3
Cc1nn(-c2ccccc2)c(C)c1C(=O)N1CCN(S(=O)(=O)c2ccccc2)CC1	-1.2	0.5	3	-1	0	-1.7	12	18	8	1	1.1
CC1(C)CC2CC(C)(CN2S(=O)(=O)c2ccc(C(=O)Nc3ccc(Cl)c(S(=O)(=O)N4CCOCC4)c3)cc2)C1 (stereo not given)	0.5	-1.2	4	6	-4	2.5	-10	-1	-5	2	1.1
COc1ccc(CCNC(=O)c2ccc3c(c2)SC2=NS(=O)(=O)CCN23)cc1	-1.6	1.7	6	3	0	1.1	-6	2	0	-5	4.5
CC(=O)Nc1ccc(NC(=O)C2CCCN(c3nnc(-n4cccc4)s3)C2)cc1 (stereo not given)	1.7	-2.1	-26	2	1	0.6	4	106	-5	-5	-2.1
CCOC(=O)C1C(C(=O)NN)C1C(=O)Nc1ccccc1 (stereo not given)	-3.0	-0.4	17	0	0	3.4	3	-14	0	0	-0.3
Cc1ccc(Nc2nc(-c3ccc(S(=O)(=O)N4CCOCC4)cc3)cs2)cc1	0.0	-2.7	1	3	0	1.8	-9	7	3	-10	-1.1
COc1ccc(N2C(=O)CSC2c2ccncc2)cc1 (stereo not given)	0.4	0.4	-16	-5	-2	2.5	3	13	-2	-4	0.4
CCCn1c(N)c(Sc2ccccc2)c(=O)n(CCC)c1=O	-3.1	0.2	3	-2	-1	1.6	-3	·	0	-1	1.4
S=C(NCCc1ccccc1)N1CCN(C(=S)NCCc2ccccc2)CC1	1.7	·	-15	5	-2	-0.1	3	·	-4	-8	·
O=c1cc(O)c2ccccc2n1Cc1ccccc1Cl	-0.3	0.0	-16	6	5	2.4	7	-9	-13	-11	-1.5
COc1ccc(CCNC(=O)c2nc3ncccn3n2)cc1OC	-2.8	1.8	13	5	0	2.4	8	7	-5	1	2.7
CN(c1ccccc1)S(=O)(=O)c1ccc(NC(=O)c2ccccc2)cc1	-0.9	2.6	14	0	1	2.5	-12	1	-2	-7	3.7
CC1(C)CC(NC(=O)Cc2ccccc2)CC(C)(C)N1	-0.2	-0.5	-3	1	0	-0.4	3	-18	0	3	2.6
CCCCCC(=O)N1CC2(C)CN(C(=O)CCCCC)CC(C)(C1)C2=O	-1.0	0.9	-3	3	-1	-5.1	-3	-18	3	4	-0.4
O=C(CSc1ccc(-c2ccco2)nn1)N1CCCCC1	1.9	1.4	14	5	0	1.8	-5	-3	0	-7	2.9
CC1CCCN(c2ccc(C(=O)NCc3ccc4c(c3)OCO4)cc2[N+](=O)[O-])C1 (stereo not given)	-0.9	0.3	6	-2	5	3.0	4	55	2	-6	2.1
O=C(c1cccc(C(F)(F)F)c1)N1CCC2(CC1)NCCc1[nH]cnc12	2.1	0.3	-5	1	-2	-0.2	-5	304	-8	1	0.8
OC1CN=C2C=CC=CN2C1 (stereo not given)	-1.3	2.2	-29	-3	1	3.2	9	120	-8	-8	0.8
CCOc1ccc(NC(=O)C2CCN(C(=O)NC3CCCCC3)CC2)cc1	-2.2	1.2	1	6	2	1.1	0	-29	-4	-4	-0.2
COc1ccc2cc1Oc1ccc(cc1)C[C@H]1c3cc(c(OC)cc3CCN1C)Oc1c(OC)c(OC)cc3c1[C@H](C2)N(C)CC3	-3.2	-2.4	-2	1	2	0.7	-13	94	16	4	0.1
CCc1ccc(CN(C)CC(=O)Nc2ccc(S(=O)(=O)N3CCOCC3)cc2)cc1	-0.1	-2.9	-1	0	-1	0.7	3	-4	2	-8	6.4
O=C(CSc1nc2ccccc2s1)N/N=C/c1ccc(C(=O)O)cc1	-0.5	0.8	20	1	-1	4.7	-11	-36	-1	2	3.5
CCOc1ccc(S(=O)(=O)Nc2ccc3c(c2)n(C)c(=O)n3C)cc1	-1.2	-3.5	7	-3	0	-2.5	4	2	5	-1	-0.2
CC1=C(C(=O)NC2CCCCC2C)C2(CCC(C)CC2)OC1=O (stereo not given)	-0.2	-3.4	-30	-2	-2	5.4	-7	13	2	4	-2.7
O=C(Nc1nnc(SCc2ccccc2)s1)c1cccc([N+](=O)[O-])c1	-2.1	-1.4	7	-2	6	3.3	-2	11	8	-13	1.9
CCOc1ccccc1CNCCOC	-3.9	-2.1	1	2	1	-1.0	-7	8	-1	2	2.0
CN(Cc1cn[nH]c1-c1ccc(-c2ccccc2)cc1)CC1CCOCC1	-1.6	-3.6	-4	-6	-3	-0.5	-9	13	?	3	-0.8
Fc1cccc(Cl)c1/C=N/Nc1c(Cl)cncc1Cl	0.4	2.0	-18	7	-6	2.2	-16	-1	7	10	6.7
O=C(NCc1ccccc1)c1ccc(N2CCC3(CC2)CC(c2ccc(Cl)cc2)=NO3)c([N+](=O)[O-])c1	0.4	-1.3	-8	-3	5	3.6	4	135	8	-11	2.4
CCN1C(=O)C(CC(=O)Nc2cc(C)ccc2C)SC1=Nc1ccc(S(N)(=O)=O)cc1 (stereo not given)	-0.7	-2.5	3	-1	-2	1.8	7	2	-10	-2	0.1
COc1oc(-c2ccccc2C)nc1C(F)(F)F	-0.2	-2.3	-18	3	-1	1.7	-1	0	12	2	0.0
(cont.)
SMILES	CDK5 p35 inh	E coli growth	HTR5A inv ctr	HTR5A ag	DAGLB inhibitor	phage Ecoli inh	PKA-R1A act	Mot1-301 SUMO	Tat transport	PKA-R2B activ	AddAB inh
COC(=O)CNC(=O)c1c(-c2c(Cl)cccc2Cl)noc1C	0.5	0.7	-11	1	2	4.8	-2	-1	3	-8	3.3
NC(=O)c1oc2ccccc2c1NC(=O)C1CCCCC1	1.3	-0.9	16	-6	0	0.7	-7	-11	1	-11	1.2
Cc1ccc(NC(=O)CSc2ncn[nH]2)cc1	1.1	1.7	-9	3	-1	4.3	-6	-26	-2	-3	2.8
CCN(Cc1ccncc1)C(=O)c1ccc(C)c(S(=O)(=O)N2CCCCC2)c1	-2.1	1.5	10	-4	-1	-1.4	8	7	-1	3	1.2
COC(=O)CCSCc1cn2cc(Cl)ccc2n1	0.8	2.5	-2	1	-2	0.5	3	-25	-3	6	4.9
Clc1cccc(/C=N\Nc2nccs2)c1	-1.8	-3.6	-27	2	5	0.9	7	-9	1	4	-5.6
CN(CC(=O)Nc1cccc(F)c1)C(=O)c1cc(-c2ccco2)nc2ccccc12	1.6	-0.5	-11	3	0	4.3	-7	3	-1	-6	-1.2
O=c1c2cc(F)ccc2sn1-c1ccccc1	3.0	3.0	-4	2	2	1.0	-5	73	-15	-6	3.3
Cc1noc(C)c1COc1ncnc2ccccc12	-0.3	2.9	18	0	-1	1.7	-15	135	-3	-9	2.3
COc1ccc(C(=O)Nc2cccc(-c3nc4ncccc4o3)c2C)cc1OC	-0.3	3.5	1	2	-2	1.7	-2	22	2	-4	3.4
O=C(C1COc2ccccc2O1)N1CCN(c2ccccc2)CC1 (stereo not given)	1.7	-1.5	-10	-1	-8	2.0	-6	-19	3	-8	0.6
